Rtt109 HAT inh = C. albicans Rtt109 histone acetyltransferase inhibition | Q5AAJ8 | purified Rtt109/Vps75, ThioGlo CoA-SH fluorescence, 4 h | inhibition, % at 34.9 µM | hit rate 0.16% among 330,000 | AID 540336;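 active = inhibition of at least 50% in every replicate; inconclusive = best replicate reaches 50% inhibition but some replicates fall short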
Target sequence (Q5AAJ8 whole entry, looked up): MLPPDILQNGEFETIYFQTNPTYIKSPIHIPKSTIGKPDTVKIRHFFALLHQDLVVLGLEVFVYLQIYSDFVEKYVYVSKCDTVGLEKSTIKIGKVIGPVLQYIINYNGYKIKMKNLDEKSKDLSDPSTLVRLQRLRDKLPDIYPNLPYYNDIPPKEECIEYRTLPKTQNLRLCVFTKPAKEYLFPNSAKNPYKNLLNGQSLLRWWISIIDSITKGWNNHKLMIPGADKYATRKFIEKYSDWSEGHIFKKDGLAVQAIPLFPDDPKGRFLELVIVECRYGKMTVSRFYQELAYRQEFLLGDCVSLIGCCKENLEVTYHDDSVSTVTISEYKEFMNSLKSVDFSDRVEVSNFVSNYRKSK
CAL PDZ FP-1 = inhibitors of human CAL PDZ peptide binding; Q9HD26; purified CAL PDZ, TMR-peptide fluorescence polarization, 1 h; inhibition, % at 24.9 µM; hit rate 0.92% among 300,000; AID 602252;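 active = mean inhibition of at least 30% with at least half of replicates also reaching 30%; inconclusive = no clear call, values can overlap the other calls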;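 note: 0% = DMSO neutral control and 100% = excess unlabeled competitor peptide PRC23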
SR-BI HDL uptake = inhibitors of mouse SR-BI mediated HDL lipid uptake; AID 488896; hit rate 0.96% among 320,000; inhibition, % at 12.5 µM; ldlA[mSR-BI] CHO cells, DiI-HDL uptake fluorescence, 3 h;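 active = mean replicate inhibition of at least 70% and a set share of replicates each scoring 70 or more; inconclusive = meets just one of the two criteria; inactive = fails both criteria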;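 note: 0% = median of neutral control wells and 100% = median of positive control wells; values of inactives mirror those of a sister screen read the other way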
CAL PDZ FP-2 = blocks peptide binding to human CAL PDZ domain. hit rate 0.02% among 330,000. inhibition, % at 20 µM. purified CAL PDZ, TMR-peptide fluorescence polarization, 1 h. AID 504414. Q9HD26;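 active = highest replicate inhibition of at least 40%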;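 note: plate controls were DMSO neutral control wells for no effect and unlabeled competitor peptide control wells for full effect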
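Assay system – tagged CAL PDZ protein CerCALP, purified · Timing – 1 h at RT · Compound – single point, 20 µM · Measured by – fluorescence polarization from S- and P-plane intensities, G-factor corrected · Evaluation – inhibition from polarization loss · Probe or stimulus – TMR reporter peptide T*-PRC34 · Buffer or medium – pH 7.4 phosphate-saline buffer, reducing agent, detergent, IgG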
dFosB activator = activators of mouse delta FosB homodimer; purified delta FosB, TAMRA-CDK5 oligo fluorescence polarization; percent of positive-control signal above neutral wells; activation, % at 25 µM; hit rate 0.99% among 340,000;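 active = mean activation above about 17%, with every replicate also reaching it, limit read from the data, passing the limit was not always enough; inconclusive = only one of the two conditions met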;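 note: fluorescence polarization rise as delta FosB binds a TAMRA Cdk5 AP-1 oligo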
Target sequence (P13346 whole entry, looked up): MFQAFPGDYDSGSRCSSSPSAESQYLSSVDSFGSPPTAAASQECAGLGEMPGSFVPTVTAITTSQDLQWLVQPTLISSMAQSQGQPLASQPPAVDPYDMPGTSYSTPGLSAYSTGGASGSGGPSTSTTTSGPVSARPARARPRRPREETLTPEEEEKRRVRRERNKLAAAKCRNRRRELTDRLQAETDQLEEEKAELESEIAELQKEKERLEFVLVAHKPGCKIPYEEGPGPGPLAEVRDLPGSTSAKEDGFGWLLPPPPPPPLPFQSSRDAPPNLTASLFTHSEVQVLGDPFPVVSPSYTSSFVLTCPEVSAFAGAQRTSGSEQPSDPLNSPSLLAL
MITF act = MITF TRPM1 promoter activation in melanoma cells; SK-MEL-5 TRPM1-promoter luciferase, 24 h; % of positive control, neutral wells = 0; activation, % at 12.5 µM; hit rate 0.75% among 300,000;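 active = mean activation of at least 80% with every replicate also reaching 80%; inconclusive = mean reaches 80% but some replicate falls short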;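 note: 0% = neutral control wells and 100% = parthenolide positive control wells; values of inactives mirror those of a sister screen read the other way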
PfHsp90 set2 = reduces growth (ATP signal) of yeast expressing P. falciparum Hsp90. S. cerevisiae expressing PfHsp90, BacTiter-Glo ATP, 48 h; yeast lacking PDR1 and PDR3 efflux regulators. inhibition, % at 9.4 µM. hit rate 0.32% among 310,000. AID 504621;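 active = every replicate shows inhibition above about 80%, whatever the replicate mean, limit read from the data; inconclusive = mean inhibition reaches the set limit but some replicate falls short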;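 note: 0% = DMSO neutral controls and 100% = 20 µM radicicol positive controls; yeast relying on Plasmodium falciparum Hsp90 in place of its own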
PvdQ acylase = P. aeruginosa PvdQ acylase inhibition. purified PvdQ acylase, fluorescence plate reader. inhibition, % at 10 µM. hit rate 0.063% among 340,000; in the data active = inhibition above about 30%, passing the limit was not always enough; inconclusive = no clear call, values can overlap the other calls;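 note: 0% = vehicle neutral wells and 100% = reference inhibitor wells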
NSD2 HMT inh = NSD2 (human) methyltransferase inhibition; O96028; NSD2 peptide methylation, AlphaScreen, 120 min; inhibition, % at 12.5 µM; hit rate 0.54% among 310,000; in the data active = inhibition above about 50%
SR-BI DiI-HDL act = enhances SR-BI lipid uptake from DiI-HDL; CHO ldlA[mSR-BI] cells, DiI-HDL uptake fluorescence, 3 h; 100 = double the neutral-control signal; activation, % at 12.5 µM; hit rate 0.096% among 320,000; AID 504775;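 active = mean replicate activation of at least 60% and every replicate at or above 60%; inconclusive = mean or all-replicate condition met, but not both; inactive = mean below 60% and not all replicates reaching 60%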;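 note: 0% = median plate neutral-control signal and 100% = twice that signal; values of inactives mirror those of a sister screen read the other way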
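System: LDL receptor-deficient CHO ldlA cells overexpressing murine SR-BI | Timing: 3 h uptake period with compound, 37 °C | Medium: HEPES-buffered (25 mM, pH 7.4) F12 plus 0.5% BSA | Dosing: Single-point compound dose | Signal: Bottom-read fluorescence, 550/595 nm | Read-out: Retained DiI signal reflecting DiI-HDL uptake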
Starred values were filed as active, the others as inactive.

Results for Clc1ccc2scc(CN3CCCCC3)c2c1 ?
Rtt109 HAT inh: 38; CAL PDZ FP-1: 0; SR-BI HDL uptake: -17; CAL PDZ FP-2: -3.1; dFosB activator: -2; MITF act: 4; PfHsp90 set2: -9; PvdQ acylase: 33*; NSD2 HMT inh: 3; SR-BI DiI-HDL act: 17

How did CC(/C=N/N1CCN(Cc2ccccc2)CC1)=C\c1ccccc1 do in these assays?
Rtt109 HAT inh: -1; CAL PDZ FP-1: -4; SR-BI HDL uptake: -15; CAL PDZ FP-2: 0.1; dFosB activator: -12; MITF act: 8; PfHsp90 set2: -36; PvdQ acylase: -2; NSD2 HMT inh: 0; SR-BI DiI-HDL act: 15

How did CCC(C)(C)NC(=O)C(c1cccc(OC)c1)N(C(=O)c1ccn[nH]1)c1cccc(OC)c1 (stereo unspecified) do in these assays?
Rtt109 HAT inh: 7; CAL PDZ FP-1: 3; SR-BI HDL uptake: -28; CAL PDZ FP-2: -0.5; dFosB activator: -3; MITF act: -9; PfHsp90 set2: 17; PvdQ acylase: -6; NSD2 HMT inh: -1; SR-BI DiI-HDL act: 28

Results for CN(Cc1ccccc1)Cc1nc2c(c(=O)n(C)c(=O)n2C)n1Cc1ccc(Cl)cc1 ?
Rtt109 HAT inh: 8; CAL PDZ FP-1: -5; SR-BI HDL uptake: -9; CAL PDZ FP-2: -2.9; dFosB activator: -4; PfHsp90 set2: 48; PvdQ acylase: -13; SR-BI DiI-HDL act: 9

What do the screens show for `COc1ccc(NC2CCCN(C(=O)c3ccc(C(C)=O)cc3)C2)cc1` (stereo unspecified)?
Rtt109 HAT inh: 2; CAL PDZ FP-1: 4; SR-BI HDL uptake: -3; CAL PDZ FP-2: -1.9; dFosB activator: -6; MITF act: 3; PfHsp90 set2: 13; PvdQ acylase: -5; NSD2 HMT inh: -2; SR-BI DiI-HDL act: 3

Results for CC(=O)N1CCCc2cc(S(=O)(=O)NC(C(=O)NCc3ccc(C)cc3)C(C)C)ccc21 (stereo unspecified) ?
Rtt109 HAT inh: 5; CAL PDZ FP-1: -1; SR-BI HDL uptake: 42; CAL PDZ FP-2: 0.0; dFosB activator: inconclusive; PvdQ acylase: -7; NSD2 HMT inh: 0; SR-BI DiI-HDL act: -42

Results for O=C(CN1CCCC1c1ccc2c(c1)OCCO2)NC(=O)Nc1ccccc1F (stereo unspecified) ?
Rtt109 HAT inh: -2; CAL PDZ FP-1: 1; SR-BI HDL uptake: -16; CAL PDZ FP-2: 0.6; dFosB activator: -10; MITF act: 8; PvdQ acylase: 5; NSD2 HMT inh: -2; SR-BI DiI-HDL act: 16

How did Nc1nc(Nc2ccccc2)n[nH]1 do in these assays?
Rtt109 HAT inh: -2; CAL PDZ FP-1: 8; SR-BI HDL uptake: -4; CAL PDZ FP-2: 1.2; dFosB activator: 0; MITF act: 1; PfHsp90 set2: -2; PvdQ acylase: 11; NSD2 HMT inh: -3; SR-BI DiI-HDL act: 4

What do the screens show for `CC(=O)c1ccc(NC(=O)COC(=O)CCN2C(=O)c3cccc([N+](=O)[O-])c3C2=O)cc1`?
CAL PDZ FP-1: -15; SR-BI HDL uptake: -23; CAL PDZ FP-2: -2.8; dFosB activator: -5; MITF act: -11; PfHsp90 set2: 11; PvdQ acylase: -9; NSD2 HMT inh: -3; SR-BI DiI-HDL act: 23

How did CN(C)S(=O)(=O)c1ccc(C(=O)Nc2nc(-c3cccs3)cs2)cc1 do in these assays?
Rtt109 HAT inh: -20; SR-BI HDL uptake: 32; CAL PDZ FP-2: -0.6; dFosB activator: 8; PfHsp90 set2: 13; PvdQ acylase: -18; SR-BI DiI-HDL act: -32

Results for O=C(O)/C=C\C(=O)Nc1ccc(F)c(F)c1F ?
Rtt109 HAT inh: -1; SR-BI HDL uptake: -14; CAL PDZ FP-2: -0.1; dFosB activator: 0; MITF act: 0; PfHsp90 set2: 5; PvdQ acylase: -12; NSD2 HMT inh: -3; SR-BI DiI-HDL act: 14

Results for CCNc1ccccc(-c2ccc3ccccc3n2)c1=O ?
Rtt109 HAT inh: -1; CAL PDZ FP-1: -4; SR-BI HDL uptake: 12; CAL PDZ FP-2: 0.2; dFosB activator: 7; MITF act: 9; PfHsp90 set2: 14; PvdQ acylase: -11; NSD2 HMT inh: 3; SR-BI DiI-HDL act: -12

The list goes on (three carried over from the part before).
How did CN(C)S(=O)(=O)c1ccc(C(=O)Nc2nc(-c3cccs3)cs2)cc1 do in these assays?
Rtt109 HAT inh: -20; SR-BI HDL uptake: 32; CAL PDZ FP-2: -0.6; dFosB activator: 8; PfHsp90 set2: 13; PvdQ acylase: -18; SR-BI DiI-HDL act: -32

Results for O=C(O)/C=C\C(=O)Nc1ccc(F)c(F)c1F ?
Rtt109 HAT inh: -1; SR-BI HDL uptake: -14; CAL PDZ FP-2: -0.1; dFosB activator: 0; MITF act: 0; PfHsp90 set2: 5; PvdQ acylase: -12; NSD2 HMT inh: -3; SR-BI DiI-HDL act: 14

Results for CCNc1ccccc(-c2ccc3ccccc3n2)c1=O ?
Rtt109 HAT inh: -1; CAL PDZ FP-1: -4; SR-BI HDL uptake: 12; CAL PDZ FP-2: 0.2; dFosB activator: 7; MITF act: 9; PfHsp90 set2: 14; PvdQ acylase: -11; NSD2 HMT inh: 3; SR-BI DiI-HDL act: -12

How did Cc1ccc(NC2=C/C(=N\S(=O)(=O)c3cccs3)c3ccccc3C2=O)c(C)c1 do in these assays?
Rtt109 HAT inh: -9; CAL PDZ FP-1: 1; SR-BI HDL uptake: 42; CAL PDZ FP-2: -2.4; dFosB activator: -15; MITF act: -105; PfHsp90 set2: 7; PvdQ acylase: -3; SR-BI DiI-HDL act: -42

What do the screens show for `O=C(COc1ccccc1)NCC(=O)NC1CCCCC1`?
Rtt109 HAT inh: 8; CAL PDZ FP-1: -2; SR-BI HDL uptake: 6; CAL PDZ FP-2: -2.6; dFosB activator: -3; MITF act: -9; PfHsp90 set2: 9; PvdQ acylase: -10; NSD2 HMT inh: -2; SR-BI DiI-HDL act: -6

Results for O=C(CCC(=O)N1CCSc2ccccc21)NCc1cccc(Cl)c1 ?
Rtt109 HAT inh: -2; CAL PDZ FP-1: 0; SR-BI HDL uptake: 1; CAL PDZ FP-2: -0.1; dFosB activator: 3; MITF act: -7; PfHsp90 set2: 4; PvdQ acylase: -9; SR-BI DiI-HDL act: -1

Results for N#CC1(Nc2ccc([N+](=O)[O-])cc2)CCCC1 ?
Rtt109 HAT inh: -7; CAL PDZ FP-1: 12; SR-BI HDL uptake: -5; CAL PDZ FP-2: -0.9; dFosB activator: 2; MITF act: -4; PfHsp90 set2: 6; PvdQ acylase: -7; NSD2 HMT inh: 1; SR-BI DiI-HDL act: 5

How did CCc1ccc(-c2nc(CN3CCC(C(=O)NCc4ccc(F)cc4)CC3)c(C)o2)cc1 do in these assays?
Rtt109 HAT inh: -5; CAL PDZ FP-1: -3; SR-BI HDL uptake: 38; CAL PDZ FP-2: -4.2; dFosB activator: 4; MITF act: 13; PvdQ acylase: -4; NSD2 HMT inh: -1; SR-BI DiI-HDL act: -38

What do the screens show for `O=C1N/C(=N\N=C\c2ccco2)SC1Cc1ccccc1[N+](=O)[O-]` (stereo unspecified)?
Rtt109 HAT inh: 13; CAL PDZ FP-1: 9; CAL PDZ FP-2: 0.2; dFosB activator: inconclusive; MITF act: 1; PfHsp90 set2: 0; PvdQ acylase: 11; NSD2 HMT inh: -1

What do the screens show for `O=C(CSc1ncccn1)N/N=C/c1cccc(OC2CSC2)c1`?
Rtt109 HAT inh: -4; CAL PDZ FP-1: -1; SR-BI HDL uptake: -10; CAL PDZ FP-2: -3.1; dFosB activator: -7; MITF act: -8; PfHsp90 set2: -12; PvdQ acylase: -11; NSD2 HMT inh: -2; SR-BI DiI-HDL act: 10

How did N#Cc1c(-c2cccnc2)c2c([nH]c1=S)CCCC2 do in these assays?
Rtt109 HAT inh: -2; CAL PDZ FP-1: -5; SR-BI HDL uptake: -11; CAL PDZ FP-2: -1.3; dFosB activator: 0; MITF act: 0; PfHsp90 set2: -8; PvdQ acylase: 7; NSD2 HMT inh: 1; SR-BI DiI-HDL act: 11

How did Cc1ccc(-c2nnc(SCC#N)n2N)cc1 do in these assays?
Rtt109 HAT inh: -2; CAL PDZ FP-1: -5; SR-BI HDL uptake: -7; CAL PDZ FP-2: 0.6; dFosB activator: 10; MITF act: -4; PfHsp90 set2: 5; PvdQ acylase: -14; NSD2 HMT inh: -1; SR-BI DiI-HDL act: 7

What do the screens show for `O=C(N/N=C/c1ccc(-c2ccc([N+](=O)[O-])cc2)o1)[C@H]1C[C@@H]1c1ccccc1`?
Rtt109 HAT inh: -7; CAL PDZ FP-1: -7; CAL PDZ FP-2: -2.2; dFosB activator: 8; MITF act: 12; PfHsp90 set2: -19; PvdQ acylase: 1; NSD2 HMT inh: -5

How did COc1ccccc1NC(=O)NC1CCCCCCC1 do in these assays?
Rtt109 HAT inh: 0; CAL PDZ FP-1: -4; SR-BI HDL uptake: 23; CAL PDZ FP-2: -2.8; dFosB activator: -9; MITF act: 3; PfHsp90 set2: -5; PvdQ acylase: -8; NSD2 HMT inh: 0; SR-BI DiI-HDL act: -23

Results for COc1ccc(CCNC(=O)c2c(O)c3ccccc3[nH]c2=O)cc1 ?
Rtt109 HAT inh: 0; CAL PDZ FP-1: -3; SR-BI HDL uptake: 5; CAL PDZ FP-2: -0.8; dFosB activator: -3; PfHsp90 set2: 1; PvdQ acylase: -8; NSD2 HMT inh: -1; SR-BI DiI-HDL act: -5

What do the screens show for `O=c1c([N+](=O)[O-])c(O)c2cccc3c2n1CCC3`?
Rtt109 HAT inh: 0; CAL PDZ FP-1: -4; SR-BI HDL uptake: -21; CAL PDZ FP-2: 0.1; dFosB activator: -9; MITF act: -13; PfHsp90 set2: 5; PvdQ acylase: -9; NSD2 HMT inh: -2; SR-BI DiI-HDL act: 21

Results for C=C(CCO)C1=CCN(S(=O)C(C)(C)C)[C@H]1CCO (stereo partly specified) ?
Rtt109 HAT inh: -9; CAL PDZ FP-1: -2; SR-BI HDL uptake: -9; CAL PDZ FP-2: -1.2; dFosB activator: -10; MITF act: 6; PfHsp90 set2: -7; PvdQ acylase: 6; SR-BI DiI-HDL act: 9
